PAD4 inh – PAD4 (human) enzyme inhibition; Q9UM07; recombinant PAD4, RCA probe fluorescence polarization; inhibition, % at 6.36 µM; 330,000 tested, 0.41% active;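 active means percent inhibition above a cutoff equal to the mean of all tested compounds plus 3 SD, cut at about 15% in these data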;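 further: 0% = PAD4 with RCA probe and DMSO and 100% = probe without PAD4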
Target sequence (Q9UM07 whole entry, looked up): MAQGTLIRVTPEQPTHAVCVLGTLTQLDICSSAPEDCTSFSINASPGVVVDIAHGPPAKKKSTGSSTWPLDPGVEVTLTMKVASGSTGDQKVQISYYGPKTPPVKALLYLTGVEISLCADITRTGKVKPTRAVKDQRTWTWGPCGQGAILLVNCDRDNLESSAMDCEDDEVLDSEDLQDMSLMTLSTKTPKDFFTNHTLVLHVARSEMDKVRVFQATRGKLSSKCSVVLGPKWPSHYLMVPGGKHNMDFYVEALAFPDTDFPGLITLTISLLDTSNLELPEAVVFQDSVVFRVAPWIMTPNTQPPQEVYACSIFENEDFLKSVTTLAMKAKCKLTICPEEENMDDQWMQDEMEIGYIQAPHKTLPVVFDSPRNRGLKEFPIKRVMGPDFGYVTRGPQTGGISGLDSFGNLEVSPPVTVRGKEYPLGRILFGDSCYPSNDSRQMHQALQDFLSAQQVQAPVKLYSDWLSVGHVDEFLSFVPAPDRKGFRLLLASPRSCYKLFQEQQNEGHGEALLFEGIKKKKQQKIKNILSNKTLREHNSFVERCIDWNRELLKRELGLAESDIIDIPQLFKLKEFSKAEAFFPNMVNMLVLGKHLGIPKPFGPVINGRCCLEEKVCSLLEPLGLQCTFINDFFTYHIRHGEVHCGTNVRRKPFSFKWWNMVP
PAFAH2 FP inh – PAFAH2 (human) inhibition. recombinant PAFAH2, FP-rhodamine activity probe, fluorescence polarization. inhibition, % at 3.39 µM. 340,000 tested, 0.99% active. AID 492956;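 active means inhibition above the mean over all tested compounds plus 3 SD, cut at about 30% in these data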;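 further: inhibitors block probe labeling of enzyme so polarization drops; 0% = enzyme with DMSO and 100% = wells lacking PAFAH2 protein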
LYPLA2 inh – LYPLA2 (human) inhibition in PME1 counter-screen; O95372; recombinant LYPLA2, FP-Rh probe fluorescence polarization; inhibition, % at 5.9 µM; 320,000 tested, 0.38% active;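 active means inhibition above the screen-wide mean plus 3 SD, limit set per campaign, cut at about 26% in these data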;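 further: 0% = LYPLA2 with DMSO and 100% = wells lacking LYPLA2 enzyme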
pPAFAH inh – pPAFAH (human) enzyme inhibition | 330,000 tested, 1.5% active | AID 463082 | recombinant pPAFAH, FP-rhodamine probe fluorescence polarization | Q13093 | inhibition, % at 3.39 µM;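 active means inhibition above the mean inhibition across the screen plus 3 SD, cut at about 25% in these data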;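 further: inhibitors block binding of the rhodamine activity-based probe so polarization drops; 0% = enzyme with DMSO and 100% = wells lacking pPAFAH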
LYPLA1 counter – blocks human lysophospholipase 1, a PME1 counter-screen | AID 2174 | O75608 | inhibition, % at 5.9 µM | recombinant LYPLA1, FP-Rh probe fluorescence polarization | 320,000 tested, 0.16% active;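 active means inhibition above the mean of all tested compounds plus 3 SD, set per campaign, cut at about 14% in these data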;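 further: inhibitors block serine hydrolase probe labeling of LYPLA1 so polarization falls; 0% = enzyme with DMSO and 100% = wells lacking LYPLA1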
Target sequence (O75608 whole entry, looked up): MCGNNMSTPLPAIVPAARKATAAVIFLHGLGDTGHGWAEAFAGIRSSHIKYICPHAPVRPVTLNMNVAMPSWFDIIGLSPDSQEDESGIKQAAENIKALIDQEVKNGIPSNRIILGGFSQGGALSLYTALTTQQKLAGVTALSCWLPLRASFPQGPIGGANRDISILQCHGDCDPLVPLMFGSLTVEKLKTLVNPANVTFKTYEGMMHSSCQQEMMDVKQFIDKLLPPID
PAFAH1B3 FP inh – inhibitors of human PAFAH1B3; Q15102; AID 492972; inhibition, % at 3.39 µM; recombinant PAFAH1B3, FP-rhodamine probe, fluorescence polarization; 340,000 tested, 0.28% active;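 active means inhibition above the screen-wide average of all tested compounds plus 3 SD, cut at about 25% in these data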;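 further: 0% = enzyme with DMSO only and 100% = wells lacking PAFAH1B3 protein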
PME-1 inh – blocks human protein phosphatase methylesterase 1. recombinant PME-1, FP-Rh probe fluorescence polarization. Q9Y570. AID 2130. inhibition, % at 5.9 µM. 320,000 tested, 0.53% active;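 active means inhibition above the campaign mean of all compounds plus 3 SD, cut at about 26% in these data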;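 further: competitive labeling of PME-1 active site by serine hydrolase directed probe; 0% = PME-1 with DMSO and 100% = wells lacking PME-1 enzyme; inhibitors block probe labeling so polarization falls and inhibition rises; many of its hits are not listed in these tables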
GSTO1 inh – counter-screen for RBBP9 inhibitors: inhibitors of human GSTO1 | AID 1974 | 300,000 tested, 1.1% active | recombinant GSTO1, activity-based probe fluorescence polarization | inhibition, % at 5.96 µM | P78417;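 active means inhibition above the campaign mean inhibition plus 3 SD, cut at about 35% in these data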;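 further: 0% = GSTO1-1 with DMSO and 100% = wells lacking GSTO1-1 enzyme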
PAFAH1B2 FP inh – blocks human PAF acetylhydrolase 1b catalytic subunit 2. recombinant PAFAH1B2, FP-rhodamine activity probe, fluorescence polarization. inhibition, % at 3.39 µM. 340,000 tested, 1.2% active;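 active means inhibition above the mean of all tested compounds plus 3 SD, cut at about 24% in these data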;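 further: 0% = enzyme with DMSO and 100% = wells lacking PAFAH1B2; many of its hits are not listed in these tables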
Numbers without * were called inactive; . = no result given.

SMILES	PAD4 inh	PAFAH2 FP inh	LYPLA2 inh	pPAFAH inh	LYPLA1 counter	PAFAH1B3 FP inh	PME-1 inh	GSTO1 inh	PAFAH1B2 FP inh
CC(=O)c1cc(-c2ccccc2)[nH]c1N1CCOCC1	3	10	6	-2	4	3	4	4	7
Cc1ccc(P(=Nc2ccccc2)(N2CCOCC2)N2CCOCC2)o1	0	2	1	7	0	10	-1	1	3
O=C(CCCC(=O)N(CC(=O)NC1CCCC1)Cc1ccccc1Cl)Nc1ccccn1	0	3	-4	-2	2	7	-6	-4	2
CCOc1ccc(CNC(=O)CCn2c(=O)oc3ccccc32)cc1OC	1	-9	-8	0	-3	6	-3	7	4
COc1cc(/C=C2/C(=N)N3C(=NC2=O)SN=C3S(C)(=O)=O)ccc1OS(=O)(=O)c1ccccc1	-3	.	-6	10	-5	.	-2	-37	.
Cc1nnc2ccc(-c3cccc(NC(=O)c4ccc(Cl)nc4)c3)nn12	0	1	-5	3	-4	-1	-3	2	1
Cc1ccc2c(c1)N(C(=O)CCC(=O)N1CCC(C(N)=O)CC1)CCO2	2	-9	4	2	2	12	-5	10	1
CCOc1ccc(N2C(=O)C(Cl)=C(N3CCOCC3)C2=O)cc1	0	1	3	8	3	5	-5	10	2
Cc1cccc(CSc2nn3c(=O)c(C)nnc3s2)c1	1	-7	5	12	-1	0	-1	8	4
O=C(Nc1ccccc1N1CCN(C(=O)c2ccccc2)CC1)c1ccc(Cl)cc1	1	-7	7	1	2	3	4	-10	-1
CCCCN1CC2([N+](=O)[O-])C=CC(=O)C([N+](=O)[O-])(C1)C2CC(=O)c1ccccc1 (stereo not given)	-2	2	-2	7	-3	4	0	3	-2
Cc1nc2ccc(C(=O)Nc3cccc([N+](=O)[O-])c3)cc2s1	-7	2	-4	4	15*	10	-1	-8	3
CC1=CC(c2ccccc2)n2nc(NS(=O)(=O)c3ccc(C)cc3)nc2N1 (stereo not given)	-1	-5	1	5	2	-2	3	-3	8
COc1cc(NS(=O)(=O)c2ccc(F)cc2)c(OC)cc1NC(C)=O	-4	5	-7	7	-1	8	-3	10	9
COC(=O)c1sc(NC(=O)c2ccc(Cn3cc(Cl)cn3)o2)c(C#N)c1C	1	11	1	6	1	6	1	-4	9

Ordered by value in pPAFAH inh (largest number first): some entries from above.
Compound	PAD4 inh	PAFAH2 FP inh	pPAFAH inh	PAFAH1B3 FP inh	PME-1 inh	PAFAH1B2 FP inh
COc1cc(/C=C2/C(=N)N3C(=NC2=O)SN=C3S(C)(=O)=O)ccc1OS(=O)(=O)c1ccccc1	-3	.	10	.	-2	.
CCOc1ccc(CNC(=O)CCn2c(=O)oc3ccccc32)cc1OC	1	-9	0	6	-3	4
O=C(CCCC(=O)N(CC(=O)NC1CCCC1)Cc1ccccc1Cl)Nc1ccccn1	0	3	-2	7	-6	2

New compounds follow
SMILES	PAD4 inh	PAFAH2 FP inh	LYPLA2 inh	pPAFAH inh	LYPLA1 counter	PAFAH1B3 FP inh	PME-1 inh	GSTO1 inh	PAFAH1B2 FP inh
O=C(CSc1nc2ccsc2c(=O)n1Cc1ccc(C(=O)O)cc1)NCC1CCCO1 (stereo not given)	-1	12	4	8	2	6	-4	0	-5
CC1(C)CC(=O)c2cc(C(=O)NCc3ccco3)c(=O)n(-c3ccc(Cl)cc3)c2C1	3	6	-4	7	0	14	-4	-1	3
COc1ccc(Br)cc1C1Nc2ccccc2C(=O)N1NC(=O)c1ccncc1 (stereo not given)	1	-2	4	-6	0	5	-4	6	3
COc1ccc(N2CCN(C(=O)C(C)(C)Oc3ccc(Cl)cc3)CC2)cc1	1	0	0	0	-1	2	6	5	3
COCc1cc(C)nc(Nc2ccccc2C)c1C#N	-3	3	-3	-3	-6	9	-2	-3	-1
Cn1nc([N+](=O)[O-])nc1Sc1nnc(-c2ccccc2)o1	9	-10	11	0	1	8	-3	3	4
O=C(O)c1ccccc1Nc1ccc([N+](=O)[O-])cc1	-2	2	-5	7	-3	10	-5	4	4
CC1CN(CCc2ccccc2)c2nc3c(c(=O)n(CC(N)=O)c(=O)n3C)n2C1 (stereo not given)	-3	4	4	2	-4	0	-3	4	5
CN(C(=O)CSc1nc2scc(-c3ccccc3)c2c(=O)[nH]1)c1ccccc1	-7	-4	.	7	.	2	.	.	8
CCOc1ccccc1NS(=O)(=O)c1ccc2oc(=O)ccc2c1	-3	0	2	4	1	4	6	2	3
COc1ccc(-c2ccc(SCC(=O)N3CCCC3)nn2)cc1OC	-3	0	-4	8	-1	8	1	4	3
CCc1ccc(OCC2c3cc(OC)c(OC)cc3CCN2C(=S)NC)cc1 (stereo not given)	3	-8	-3	-4	-5	-7	-2	-9	-4
Cn1cc(Br)c(C(=O)NNC(=O)Cc2ccc(Cl)cc2)n1	-1	-4	3	4	1	4	1	8	16
Cc1ccc(-c2ccc(/C=N/NC(N)=S)o2)cc1	-3	6	5	7	0	11	-4	7	5
O=C(NNC(=S)Nc1ccccc1Cl)c1ccccc1	-5	1	1	1	1	6	2	2	-4

Limited to LYPLA1 counter and PAFAH1B3 FP inh, for some of the entries so far:
Compound | LYPLA1 counter | PAFAH1B3 FP inh
COc1ccc(N2CCN(C(=O)C(C)(C)Oc3ccc(Cl)cc3)CC2)cc1 | -1 | 2
COCc1cc(C)nc(Nc2ccccc2C)c1C#N | -6 | 9
Cn1nc([N+](=O)[O-])nc1Sc1nnc(-c2ccccc2)o1 | 1 | 8
O=C(O)c1ccccc1Nc1ccc([N+](=O)[O-])cc1 | -3 | 10
CC1CN(CCc2ccccc2)c2nc3c(c(=O)n(CC(N)=O)c(=O)n3C)n2C1 (stereo not given) | -4 | 0
CN(C(=O)CSc1nc2scc(-c3ccccc3)c2c(=O)[nH]1)c1ccccc1 | . | 2

Next section:
SMILES	PAD4 inh	PAFAH2 FP inh	LYPLA2 inh	pPAFAH inh	LYPLA1 counter	PAFAH1B3 FP inh	PME-1 inh	GSTO1 inh	PAFAH1B2 FP inh
O=C(CN1CCN(c2ccccn2)CC1)NC1CCCC1	-5	2	6	5	3	-5	-3	1	4
CCOC(=O)C1=C(Nc2cccc(Cl)c2)OCC1=O	4	10	-1	-6	1	4	-12	10	0
CC(C)(C)NC(=O)c1nn2c(C(F)(F)F)cc(-c3ccccc3)nc2c1Br	-1	-4	-3	-2	-3	7	-8	-3	-2
C/C(=N\NC(=S)NCc1ccccc1)c1ccc(Br)cc1	0	-3	-17	-3	-6	6	-7	-14	-3
N#CC1=C(C=Nc2ccccc2O)CCC1	0	8	5	-4	1	-2	2	9	3
CC(=O)N(Cc1cc2cc(C)ccc2[nH]c1=O)c1cccc(C)c1C	2	2	1	5	-5	7	1	1	-2
CC(C)N1CCN(Cc2cccc(-c3ccco3)c2)CC1CCO (stereo not given)	4	4	-3	5	-2	4	-3	1	5
COc1ccc(/C=N/N(CCC(=O)NC(C)(C)C)C2=NS(=O)(=O)c3ccccc32)cc1	-3	3	-5	15	-2	14	6	-4	5
O=C1CN(S(=O)(=O)c2ccccc2)CC(=O)N1CCc1ccccc1	4	9	5	2	1	13	-1	1	12
COC(=O)C1CC23C=CCN4CCC5(c6ccccc6NC15C2C)C43 (stereo not given)	-4	-4	-8	0	-4	3	-2	4	5
C/C=C(\C)C(=O)Nc1cccc(C2=NOC3(C2)C[C@H](C(N)=O)N(C(=O)c2cc([N+](=O)[O-])cc([N+](=O)[O-])c2)C3)c1 (stereo not given in full)	-6	-5	5	1	2	4	-2	-1	5
O=C(Nc1ccc2c(c1)OCCO2)c1cccnc1Oc1ccccc1	-22	-4	0	8	1	-1	-3	4	8
CCOC(=O)C1=C(C)NC(C)=C(C(=O)OCC)C1C(=O)OCC(=O)NCc1ccco1	1	10	.	7	.	6	.	.	-1
Fc1cccc(NC(=S)NCCc2ccccc2)c1	-2	-1	3	-7	-2	-3	-2	-3	1
O=C(CSc1nc2[nH]ncc2c(=O)[nH]1)Nc1cccc([N+](=O)[O-])c1	1	6	2	-2	3	7	-3	1	3
CC1CCCCN1C(=O)c1cccc(NC(=O)c2ccccc2)c1 (stereo not given)	-2	-1	1	1	0	1	5	-3	3
CCCCC(=O)N1CCN(c2ccc(OC)cc2[N+](=O)[O-])CC1	4	-8	-8	2	-3	1	-1	1	4
NC(=O)NCCCC(NC(=O)c1ccc(C#CC2(O)CCCCC2)cc1)C(=O)O (stereo not given)	-1	3	-4	-4	0	-4	-9	4	1
CC(=O)N1c2ccc(S(=O)(=O)NCCC(=O)Nc3ccccc3C)cc2CC1C (stereo not given)	-4	-2	-1	-4	1	1	-6	-2	2
CCN(CC)S(=O)(=O)c1cc(C(=O)N2CCc3ccccc32)ccc1Cl	-1	4	2	5	5	7	12	-1	-4
COC(=O)CCCNC(=O)c1ccc2[nH]c(C)c(C)c2c1	-1	6	-4	0	1	4	-5	1	4
O=C(NCc1ccccn1)Nc1cccc([N+](=O)[O-])c1	0	0	-5	-1	-2	8	2	3	2
COC(=O)C1=C(C)NC(=O)CC1c1cccc(OC)c1OC (stereo not given)	-5	-2	-2	2	2	4	2	11	2
CC1=C(C(=O)N(C)C)C(c2cccs2)NC(=O)N1 (stereo not given)	-5	-6	0	-3	-1	0	2	-7	1
O=C(COC(=O)c1ccc(NS(=O)(=O)c2cccs2)cc1)NCc1ccco1	-5	40*	0	42*	-5	-4	-7	8	3
O=C(O)c1ccc(N/N=C/c2ccncc2)cc1	-4	-7	-1	1	-2	1	-6	0	4
Cc1ccccc1N1C(=O)C2C3CCC(O3)C2C1=O (stereo not given)	-3	-5	0	-2	4	6	3	-3	-1
NC(=O)C1CCN(C(c2ccccc2)c2nnnn2C2CCCC2)CC1 (stereo not given)	1	-3	9	-5	2	-3	-2	11	-1
c1ccc2c(c1)nc(-c1ccncc1)n1nnnc21	1	4	3	0	2	0	1	-4	-2
O=C(NC(=S)Nc1ccccc1N1CCN(C(=O)c2ccccc2)CC1)c1ccccc1F	-2	-8	-6	-1	-3	4	4	-4	-1
Cn1cccc1C(=O)OCC(=O)NNC(=O)c1ccc([N+](=O)[O-])cc1	-1	0	.	6	.	4	.	.	10
Cc1cccc(N2CCN(C(=O)CCC(=O)N3Cc4ccccc4Oc4ncccc43)CC2)c1C	-1	2	1	7	-1	12	1	1	1
C[C@H](NC(=O)c1cc2c([nH]c3ccccc32)c(-c2ccccc2)n1)C(=O)O	0	-1	-2	1	0	9	-2	-10	5
COc1cccc(C(=O)Nc2nnc(-c3cccs3)s2)c1	0	3	-13	-7	-3	7	2	-6	6
COc1cc2c3c(c1OC)C1(C=CC(=NO)C=C1)CC3N(C(C)=O)CC2 (stereo not given)	-1	6	-6	-4	-2	7	-8	2	3
O=C(N[C@@H]1CCC(=O)N(CC[C@H](Oc2ccccc2)c2ccccc2)CC1)OCc1ccccc1	-1	-5	9	5	-2	7	-2	8	-3
O=C(Nc1cccc(Cl)c1Cl)C1CC(=O)N(c2ccc(Br)cc2)C1 (stereo not given)	-1	-13	-2	1	-3	1	-6	-1	-6
Cc1ccc(NC(=O)COC(=O)CCc2ccccc2)cc1S(=O)(=O)N1CCOCC1	-2	-1	.	12	.	7	.	.	12
COc1cccc(/C=N/NC(=O)CNC(=O)COc2cccc(C)c2)c1O	1	-2	-2	-5	-1	12	-6	2	10

Screens from PubChem BioAssay.

A portion of the library, so the mix of outcomes need not match the whole.
